TRPC4 agonist – activators of mouse TRPC4 channel, primary screen, Fluo4 calcium, HEK293 TRPC4beta/mu-opioid cells; Short transient receptor potential channel 4 (Mus musculus), Q9QUQ5; Fluo4 calcium fluorescence; active compounds read high; B-score at 10 µM; actives 0.49% (n = 310,000); AID 2237, 2010;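 active = B-score above 5 SD of library B-scores, and initial fluorescence ratio not above library mean plus 5 SD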;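 note: positive B-score marks a calcium rise read as TRPC4 activation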
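system = HEK293 cells stably co-expressing mouse TRPC4beta and mu-opioid receptor | schedule = Fluo4 dye loading 45 min at room temperature, 110 s recording | measure = B-scored integrated calcium fluorescence ratio | signal = Fluo4 calcium-sensitive dye fluorescence, kinetic, 1 Hz baseline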
TRPC4 PAM – positive allosteric modulators of TRPC4, primary screen, cell-based, mouse TRPC4beta, HEK293 mu-opioid, Fluo-4 calcium; Short transient receptor potential channel 4 (Mus musculus), Q9QUQ5; DAMGO EC20, Fluo-4 Ca2+ flux; active compounds read high; B-score at 10 µM; actives 0.42% (n = 310,000);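 active = B-score of calcium response area above 5 SD of library B-scores, with initial fluorescence ratio within 5 SD of library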;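 note: B-score of integrated fluorescence ratio over time as area under calcium response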
PolyA inh – polyadenylation inhibitors in yeast reporter cells, primary screen, luminescence, S. cerevisiae. S. cerevisiae SKY197-pL101 polyadenylation reporter, beta-gal luminescence; efflux-impaired pdr1/pdr3 knockout yeast; score 100 = 6 SD above DMSO. actives 0.02% (n = 300,000). calls only at 12 µM;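 active = lowest replicate activity score at least 50, where 100 means six control SD above control mean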;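 note: yeast exposed to compound for 9 h at 30 °C; higher score means more reporter readthrough which indicates perturbed polyadenylation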
MrgX1 ag – agonists of human MrgX1 receptor, primary screen, HEK293 cells, Fluo-4 calcium flux; Mas-related G-protein coupled receptor member X1 (Homo sapiens), Q96LB2; Fluo-4 calcium fluorescence, agonist mode; active compounds read high; B-score at 10 µM; actives 0.44% (n = 310,000);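 active = calcium response B-score plate-corrected fluorescence ratio at least 3 library SD, with starting fluorescence B-score inside 5 SD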
Target sequence (Q96LB2 whole entry, looked up): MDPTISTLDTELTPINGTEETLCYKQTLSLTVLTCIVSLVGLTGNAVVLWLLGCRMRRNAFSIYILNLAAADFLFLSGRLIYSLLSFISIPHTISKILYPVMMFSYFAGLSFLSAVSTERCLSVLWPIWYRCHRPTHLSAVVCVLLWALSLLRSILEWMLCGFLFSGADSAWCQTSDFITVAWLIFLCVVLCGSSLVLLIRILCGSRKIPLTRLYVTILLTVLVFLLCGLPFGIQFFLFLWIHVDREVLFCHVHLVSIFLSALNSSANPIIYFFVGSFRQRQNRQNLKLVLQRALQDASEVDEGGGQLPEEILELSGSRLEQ
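Test system: Stable human MrgX1 HEK293 cell line | Schedule: Overnight plating before 1 h dye loading | Read-out basis: Baseline-normalised fluorescence change ratio, B-scored | Detection: Kinetic calcium dye fluorescence, Fluo-4 NW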
HIF act – HIF pathway transcriptional activators, primary screen, cell-based, U2OS HRE-luciferase, luminescence | U2OS HRE-luciferase reporter; normalized: DMSO 0%, desferrioxamine 100% | activation, % at 7.5 µM (by protocol) | actives 0.32% (n = 300,000) | AID 1910, 2009;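 active = mean activation of at least 10% of the iron chelator positive control signal, with at least half of replicates also reaching 10%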
MrgX1 antagonist – antagonists of human MrgX1 receptor, primary screen, HEK293 cells, Fluo-4 calcium flux | BAM8-22 antagonism; active compounds read low | B-score at 10 µM | actives 1.3% (n = 310,000);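 active = calcium-response B-score plate-corrected more than 3 library SD below zero, starting fluorescence within 5 deviations, no agonist response on first addition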;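 note: peak minus trough fluorescence over baseline after final BAM8-22 challenge near maximal dose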
AI-2 QS modul – Vibrio harveyi AI-2 quorum sensing modulators, primary screen, JMH597 strain, luminescence/OD600 ratio | Vibrio harveyi JMH597 AI-2 luminescence/OD600 ratio, 9 h; active compounds read low; strain lacks LuxN and CqsS sensors; 0 = neutral-control median | activity change, % at 7.5 µM | actives 0.4% (n = 300,000); in the data active = activity change below about -75%, passing the limit was not always enough;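 note: luminescence divided by OD600 gain over 9 h not by final OD600 alone; inactives centre near 13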
TRPC4 inh – inhibitors of mouse TRPC4 channel, primary screen, Fluo4 calcium, HEK293 TRPC4beta/mu-opioid cells. DAMGO-evoked Fluo4 calcium flux; active compounds read low. B-score at 10 µM. actives 0.39% (n = 300,000). Short transient receptor potential channel 4 (Mus musculus), Q9QUQ5;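 active = B-score over 3 SD under the library average, no early fluorescence shift, positive overall ratio signal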
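System: stable TRPC4beta/mu-opioid receptor HEK293 cells; Dosing: single-point compound dosing; Measured by: Fluo4 Ca2+ flux fluorescence; Read-out basis: per-well B score of integrated baseline-normalized Fluo4 ratio.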
MrgX1 allo act – positive allosteric modulators of MrgX1, primary screen, HEK293 cells, Fluo-4 calcium flux; actives 0.63% (n = 310,000); B-score at 10 µM; FDSS; active compounds read high; Mas-related G-protein coupled receptor member X1 (Homo sapiens), Q96LB2;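 active = plate-corrected calcium response at least 3 library SD above typical, normal starting fluorescence, not activating the receptor alone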;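 note: compound read alongside a low EC10 to EC30 dose of BAM8-22 agonist; peak minus trough fluorescence over baseline measured at the second addition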
TRPC6 activator – mouse TRPC6 channel activators, primary screen, cell-based, HEK293, membrane potential dye | Short transient receptor potential channel 6 (Mus musculus), Q61143 | HEK293-TRPC6 membrane potential dye fluorescence; active compounds read high | B-score at 10 µM | actives 0.13% (n = 310,000) | AID 2550, 2010;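 active = B-score of the integrated fluorescence ratio above library mean plus 3 SD, and starting fluorescence ratio within library mean plus 5 SD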;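 note: higher score means more depolarization so channel activation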
TRPC6 inh – mouse TRPC6 channel inhibitors, primary screen, cell-based, HEK293, membrane potential dye; ACh-evoked depolarization; active compounds read low; B-score at 10 µM; actives 1.1% (n = 310,000); AID 2553, 2010;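 active = B-score under library mean minus 3 SD, initial fluorescence not abnormally high, positive integrated signal ratio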;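 note: B-score derived from integrated fluorescence ratio over the kinetic read; more negative B-score means stronger inhibition of depolarization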
The depositor's hits bear a star; i = inactive; · = no result given. The list is partial; the hit share may differ from the screen's.

Compound,MrgX1 allo act,TRPC4 inh,TRPC6 activator,TRPC4 agonist,TRPC4 PAM,PolyA inh,MrgX1 antagonist,MrgX1 ag,AI-2 QS modul,TRPC6 inh,HIF act
Cc1ccc(COc2ccsc2-c2n[nH]c(=S)n2C)cc1,i,i,i,i,i,i,i,i,22,i,0.7
CN1CCN(C2CC(=O)N(c3ccc4c(c3)OCCO4)C2=O)CC1 (stereo not given),i,i,i,i,i,i,i,i,18,i,3.4
COCCCNC(=O)c1cn(CCOC)c(=O)c2c1c1ccccc1n2C,i,i,i,i,i,i,i,i,11,i,-1.4
COc1ccc(C(=O)Nc2ccc3nc(N4CCCCC4)cc(C)c3c2)c(OC)c1,i,i,i,i,i,i,i,i,17,i,-0.5
O=C(NCc1ccccn1)c1ccc(OC2CCN(Cc3ccccc3O)CC2)cc1,i,i,i,i,i,i,i,i,16,i,-0.2
Cc1cc(N/N=C/c2ccc(N(C)C)cc2)nc(NCc2ccccc2)n1,i,i,i,i,i,i,i,i,4,i,0.2
CCc1ccc(CN(C(=O)c2cc3ccccc3oc2=O)C2CCS(=O)(=O)C2)cc1 (stereo not given),i,i,i,i,i,i,i,i,8,i,2.2
CN(C(=O)CSc1nnc(-c2ccncc2)n1C)C1CCS(=O)(=O)C1 (stereo not given),i,i,i,i,i,i,i,i,33,i,-0.1
Cc1ccc2nc(-c3ccccc3)cc(C(=O)NNC(=O)c3csc(N4CCOCC4)n3)c2c1,i,i,i,i,i,i,i,i,22,i,0.7
CCC(C)(C)NC(=O)C(c1ccc(OC)cc1)N(C(=O)CCC(=O)Nc1cc(C)on1)c1ccc(OC)cc1OC (stereo not given),i,i,i,i,i,i,i,i,12,i,-0.3
CCCCn1c(SCC(=O)/C(C#N)=C(\C)N)nc2ccccc2c1=O,i,i,i,i,i,i,i,i,8,i,2.9
COC(=O)C1CCN(C(c2cc(OC)c(OC)c(OC)c2)c2sc3nc(C)nn3c2O)CC1 (stereo not given),i,i,i,i,i,i,i,i,26,i,-0.2

Next section
Compound,MrgX1 allo act,TRPC4 inh,TRPC6 activator,TRPC4 agonist,TRPC4 PAM,PolyA inh,MrgX1 antagonist,MrgX1 ag,AI-2 QS modul,TRPC6 inh,HIF act
CCOC(=O)[C@@H]1[C@H]2COc3cc(OC)ccc3[C@@H]2N2C(=O)N(c3ccc(C)cc3)C(=O)[C@]12C,i,i,i,i,i,i,i,i,16,i,0.2
O=C(O)[C@@H]1CCCN1C(=O)c1ccco1,i,i,i,i,i,i,i,i,-3,i,0.1
COCCn1c(SCC(=O)Nc2ccc(C)cc2)nc2c(oc3ccccc32)c1=O,i,i,i,i,i,i,i,i,14,i,-0.4
COc1ccccc1N1CCN(C(CNS(=O)(=O)c2cccs2)c2cccnc2)CC1 (stereo not given),i,i,i,i,i,i,i,i,17,i,-0.3
Cc1cc(C)c(C#N)c(SCc2ccccc2C(=O)O)n1,i,i,i,i,i,i,i,i,13,i,-0.5
Cc1cc(C)n(-c2nc(C)nc3sc4c(c23)CCC(C)C4)n1 (stereo not given),i,i,i,i,i,i,i,i,13,i,0.1
CN(C)c1ccc(-c2nc3ccccc3n2C)cc1,i,i,i,46*,i,i,i,i,4,i,-1.9
Cc1cc(C)c(S(=O)(=O)Cc2ccccc2)c(Cl)n1,i,i,i,i,i,i,i,i,0,i,0.5
CCCC(C)c1nnc(NC(=O)CCS(=O)(=O)c2ccccc2)s1 (stereo not given),i,i,i,i,i,i,i,i,9,i,-0.7
CN(C(=O)c1cccc(NC(=O)c2cccs2)c1)c1ccccc1,i,i,i,i,i,i,i,i,13,i,-0.6
Cc1cc(C)nc(NC(=O)Nc2ccc3c(c2)OCO3)c1,i,i,i,i,i,i,i,i,19,i,2.8
CC1(C)Oc2ccc3ccc(=O)oc3c2CC1O (stereo not given),i,i,i,i,i,i,i,i,61,i,-2.3

The results go on.
Compound,MrgX1 allo act,TRPC4 inh,TRPC6 activator,TRPC4 agonist,TRPC4 PAM,PolyA inh,MrgX1 antagonist,MrgX1 ag,AI-2 QS modul,TRPC6 inh,HIF act
O=C(CN1CCN(S(=O)(=O)c2ccc(Cl)cc2)CC1)c1ccc(O)c(O)c1,i,i,i,i,i,i,i,i,19,i,1.0
COc1ccccc1NS(=O)(=O)c1cc(NC(=O)CC(C)(C)C)ccc1N1CCOCC1,i,i,i,i,i,i,i,i,31,i,-0.3
CC(C)Cn1nc(NS(=O)(=O)c2cccc3nonc23)c2cc3ccccc3nc21,i,i,i,i,i,i,i,i,5,i,-0.1
CC(C)(C)SCCNC(=O)/C=C/c1ccccc1,i,i,i,i,i,i,i,i,-63,i,1.6
CCCc1cc(=O)[nH]c(/N=C(\N)Nc2ccccc2)n1,i,i,i,i,i,i,i,i,17,i,-0.1
CCOc1ccc(NC(=S)N2CCN(S(=O)(=O)c3ccccc3)CC2)cc1,i,i,i,i,i,·,i,i,-1,i,·
Cc1ccnc(SCc2cc(=O)c(OC(=O)c3cc([N+](=O)[O-])ccc3Cl)co2)n1,i,i,i,i,i,i,i,i,20,i,-0.6
C=CCn1c(CCCNC(=O)C(C)(C)C)nc2ccccc21,i,i,i,i,i,i,i,i,11,i,0.1
Clc1ccccc1CN1CCN(/N=C/c2ccncc2)CC1,i,i,i,i,i,i,i,i,14,i,-0.2
Cc1ccc(N2C(=O)C3NN=C(C(=O)OCc4ccccc4)C3C2=O)cc1 (stereo not given),i,i,i,i,i,i,i,i,21,i,0.7
CCS(=O)(=O)N1CCC(NC(=O)C(Cc2cc(OC)ccc2OC)NC(C)=O)CC1 (stereo not given),i,i,i,i,i,i,i,i,-9,i,1.3
CSc1ccc(S(=O)(=O)Nc2c(C)n(C)n(-c3ccccc3)c2=O)cc1,i,i,i,i,i,i,i,i,20,i,0.6

Results in AI-2 QS modul and MrgX1 antagonist, for two of the compounds above:
structure	AI-2 QS modul	MrgX1 antagonist
CN(C(=O)CSc1nnc(-c2ccncc2)n1C)C1CCS(=O)(=O)C1 (stereo not given)	33	i
Cc1ccc2nc(-c3ccccc3)cc(C(=O)NNC(=O)c3csc(N4CCOCC4)n3)c2c1	22	i

The list continues:
Compound,MrgX1 allo act,TRPC4 inh,TRPC6 activator,TRPC4 agonist,TRPC4 PAM,PolyA inh,MrgX1 antagonist,MrgX1 ag,AI-2 QS modul,TRPC6 inh,HIF act
CSc1ccccc1NC(=O)c1ccccc1N(C)S(C)(=O)=O,8.2*,i,i,i,i,i,i,i,21,i,0.6
Cc1ccc(C(=O)Nc2ccccc2C(=O)NC(C(=O)O)C(C)C)cc1 (stereo not given),i,i,i,i,i,i,i,i,9,i,1.5
COc1ccccc1C(c1nnnn1C(C)(C)C)N1CCCc2ccccc21 (stereo not given),i,i,i,i,i,i,i,i,-1,i,-0.3
CC(C)(C)NC(=O)C(c1ccc(O)cc1)N(C(=O)Cn1nnc(-c2ccc(F)cc2)n1)c1ccccc1F (stereo not given),i,i,i,i,i,i,i,i,9,i,-1.4
O=C(Cn1cc(C(F)(F)F)cc(Cl)c1=O)NCc1ccccc1,i,i,i,i,i,i,i,i,16,i,0.5
CCS(=O)(=O)N1CCC(C(=O)NCCCN2CCN(c3ccccc3F)CC2)CC1,i,i,i,i,i,i,i,i,10,i,0.2
O=c1c2ccccc2sc2ccc(NCCCN3CCOCC3)cc12,i,i,34*,i,i,i,i,34*,16,i,5.1
CCn1ncc(CN2CCCC(CNC(=O)c3ccc(F)cc3)C2)c1C (stereo not given),i,i,i,i,i,i,i,i,12,i,0.0
O=C(CN(Cc1ccco1)C(=O)c1cc(=O)[nH]c2ccccc12)Nc1ccccc1C(F)(F)F,i,i,i,i,i,i,i,i,18,i,-0.2
CCn1cc(Br)c(-c2nc3ccccc3c(=O)n2N)n1,i,i,i,i,i,i,i,i,15,i,1.5
CC(=O)Nc1ccc(N/C=C/C(=O)C(C)(C)C)cc1,i,·,i,i,i,i,i,i,-6,i,0.6
CC(C)n1nc(C(=O)Nc2nnc(C3CC3)s2)c2ccccc2c1=O,i,i,i,i,i,i,i,i,29,i,0.2

Next part.
Compound,MrgX1 allo act,TRPC4 inh,TRPC6 activator,TRPC4 agonist,TRPC4 PAM,PolyA inh,MrgX1 antagonist,MrgX1 ag,AI-2 QS modul,TRPC6 inh,HIF act
Cc1nn(Cc2ccccc2)c(C)c1/C=N/NC(=O)c1ccncc1,i,i,i,i,i,i,i,i,13,i,-0.5
CCN1CCc2nc(NC(=O)Cc3ccc4c(c3)OCCO4)sc2C1,i,i,i,i,i,·,i,i,14,i,-0.6
COc1ccc(C(=O)N/N=C/c2ccccc2C(=O)O)cc1OC,i,i,i,i,i,i,i,i,32,i,0.0
COc1ccc(-c2noc(CCCC(=O)NC3CCCCC3)n2)cc1OC,i,i,i,i,i,i,i,i,2,i,-0.3
Cc1ccc(NC(=O)CS(=O)CC(=O)N(C(C)C(=O)NC2CCCCC2)C(C)(C)C)cc1 (stereo not given),i,i,i,i,i,i,i,i,-5,i,-0.3
CCOC(=O)c1c(-c2ccccc2)csc1NC(=O)CSc1nc(C)cc(C)n1,i,i,i,i,i,i,i,i,32,i,-0.4
CC(=O)NCCNc1nc2c(-c3ccccc3)nnn2c2ccccc12,i,i,i,i,i,i,i,i,18,i,1.3
COc1ccc([N+](=O)[O-])cc1N(CC(O)CN(C)C)S(=O)(=O)c1ccc(C)cc1 (stereo not given),i,i,i,i,i,i,i,i,13,i,-0.2
CCOc1cc(/C=N/N=C/c2ccc(O)c(OCC)c2)ccc1O,i,i,i,i,i,i,i,i,8,i,1.1
O=C(Oc1ccc(OC(=O)c2ccco2)c(S(=O)(=O)c2ccc(Cl)cc2)c1)c1ccco1,i,i,i,i,i,i,i,i,16,i,-1.4
CCOc1ccccc1CN1C(=O)c2ccccc2C1C(=O)NC(C)CC (stereo not given),i,i,i,i,i,i,i,i,-6,i,0.8
